Pol eta inh = inhibitors of human DNA polymerase eta. Potency, µM (highest dose often 114 µM), for the others: at the highest dose activity change, negative = inhibition, usual class: inhibitors. AID 588591. hit rate 1.2% among 390,000. recombinant Pol eta, fluorescent DNA replication assay; further: on the % scale 0 is the no-effect control and ±100 the full control effect
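Fluorescent replication assay: 50 nM final substrate added after a 15 min room-temperature compound preincubation with 10 nM enzyme. Signal taken at 0 min and again at 10 min.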
BLM inh = blocks DNA unwinding by human BLM helicase | P54132 | recombinant BLM DNA unwinding, fluorescence dequenching | hit rate 0.2% among 350,000 | Potency, µM (doses to about 56.1 µM), inactives show at the highest dose activity change, negative = inhibition, actives largely listed as inhibitors;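 further: plate controls were vehicle for no effect and no enzyme for full effect; nearly all actives have a fitted effect of over 35% in size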
APEX1 inh = APE1 (human) endonuclease inhibition. recombinant APE1, TAMRA/BHQ-2 abasic DNA cleavage fluorescence. Potency, µM (highest dose often 65.8 µM), for inactives: at the highest dose activity change, negative = inhibition, actives largely listed as inhibitors. hit rate 0.35% among 350,000. AID 2517;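 further: plate controls were vehicle for no effect and reference inhibitor for full effect; nearly all actives have a fitted effect of over 55% in size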
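Substrate: short duplex with […] THF abasic site, 5'-TAMRA and 3'-BHQ-2, 50 nM final. APE1 at 0.75 nM, preincubated 15 min RT with compound. Fluorescence increase from first to third read measured activity.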
BAZ2B inh = inhibitors of human BAZ2B bromodomain; AlphaScreen BAZ2B-H3K14Ac peptide displacement; Potency, µM (titrated, usually from 114 µM), for the others: top-dose activity change, negative = inhibition, hits mostly inhibitors; hit rate 4.4% among 360,000; AID 504333; further: on the % scale 0 is the no-effect control and ±100 the full control effect; nearly all actives have a fitted effect of over 60% in size
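Inhibition is scored as reduced AlphaScreen emission. The BAZ2B/b-H3(5-23)K14Ac complex (50 nM each) in PBS pH 7.4, 0.01% Tween-20 meets compound (up to 110 uM) for 30 min at RT before bead addition.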
JMJD2A Tudor inh = JMJD2A Tudor domain (human) inhibition; O75164; AlphaScreen JMJD2A-Tudor / H3K4me3 peptide binding; hit rate 4.4% among 390,000; Potency, µM (doses to about 114 µM), without a hit: top-dose activity change, negative = inhibition, hits mostly inhibitors; further: on the % scale 0 is the no-effect control and ±100 the full control effect; nearly all actives have a fitted effect of over 50% in size
G9a block = blocks human histone lysine methyltransferase G9a; Q96KQ7; G9a H3K9 monomethylation, AlphaScreen, 2 h; Potency, µM (highest dose often 102 µM), inactives show at the highest dose activity, negative = inhibition, hits mostly inhibitors; hit rate 8.8% among 350,000; AID 504332; further: on the % scale 0 is the no-effect control and ±100 the full control effect; nearly all actives have a fitted effect of over 75% in size
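G9a (20 nM) was preincubated 15 min with compound, then reacted 2 h at room temperature with 500 nM biotin-H3K9 peptide and 20 µM SAM. Monomethyl-H3K9 detected by AlphaScreen using anti-H3K9me1 antibody.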
Pol kappa inh = blocks human DNA polymerase kappa activity; Q9UBT6; purified Pol kappa, fluorescent DNA synthesis assay, 10 min; Potency, µM (highest dose often 107 µM), inactives show top-dose activity, negative = inhibition, usual class: inhibitors; hit rate 0.53% among 400,000; AID 588579; further: on the % scale 0 is the no-effect control and ±100 the full control effect
Target sequence (Q9UBT6 whole entry, looked up): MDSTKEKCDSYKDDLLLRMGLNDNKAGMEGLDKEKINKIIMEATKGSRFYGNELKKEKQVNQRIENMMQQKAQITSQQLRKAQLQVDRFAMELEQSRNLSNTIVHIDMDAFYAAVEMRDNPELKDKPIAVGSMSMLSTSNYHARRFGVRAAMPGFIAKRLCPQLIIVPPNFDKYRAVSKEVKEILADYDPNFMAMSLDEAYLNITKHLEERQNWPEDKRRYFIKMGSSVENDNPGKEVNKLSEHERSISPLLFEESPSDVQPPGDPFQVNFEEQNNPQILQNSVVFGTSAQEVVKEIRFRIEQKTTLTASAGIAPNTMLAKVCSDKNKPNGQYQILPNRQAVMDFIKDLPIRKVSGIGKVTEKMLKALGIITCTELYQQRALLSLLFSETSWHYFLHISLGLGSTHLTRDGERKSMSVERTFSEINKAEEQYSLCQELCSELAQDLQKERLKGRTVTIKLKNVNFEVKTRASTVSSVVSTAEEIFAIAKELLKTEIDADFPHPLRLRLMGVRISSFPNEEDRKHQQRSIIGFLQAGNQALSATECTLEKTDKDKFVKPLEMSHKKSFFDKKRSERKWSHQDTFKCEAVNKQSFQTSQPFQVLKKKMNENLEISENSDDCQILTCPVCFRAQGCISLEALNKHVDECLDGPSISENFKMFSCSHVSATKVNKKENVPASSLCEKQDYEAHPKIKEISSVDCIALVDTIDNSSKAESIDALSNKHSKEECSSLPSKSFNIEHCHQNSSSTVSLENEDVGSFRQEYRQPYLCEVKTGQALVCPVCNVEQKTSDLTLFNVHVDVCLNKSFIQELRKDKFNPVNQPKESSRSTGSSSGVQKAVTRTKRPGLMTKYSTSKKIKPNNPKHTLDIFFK
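10 nM Pol kappa preincubated 15 min at room temperature with compounds, then reaction started with substrate at 50 nM final. Fluorescence read kinetically at 0 and 10 min; buffer-only wells served as negative control.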
POLB inh = DNA polymerase beta (human) inhibition | P06746 | Pol beta primer extension/strand displacement, fluorescence kinetic | Potency, µM (top dose mostly 114 µM), without a hit: at the highest dose activity change, negative = inhibition, actives largely listed as inhibitors | hit rate 1.3% among 340,000; further: on the % scale 0 is the no-effect control and ±100 the full control effect
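Values derive from four-parameter Hill fits of normalized kinetic data: reads at 0 and 10 min following addition of 50 nM substrate to 10 nM Pol beta preincubated 15 min with compound.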
Pol iota inh = DNA polymerase iota (human) inhibition; Pol iota fluorescent replication assay, 10 min; AID 588590; Potency, µM (doses to about 115 µM), for the others: top-dose activity, negative = inhibition, hits mostly inhibitors; Q9UNA4; hit rate 1% among 390,000
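Fluorescent replication assay read twice, at 0 min and 10 min after adding 50 nM (final) substrate. Enzyme (10 nM) and compounds were first incubated 15 min at room temperature; enzyme-free buffer wells were negative controls.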
* marks the source's active call; other numbers are inactive results; [ ] = remark or other dose. The call rests on the fitted dose curve; in most records, active means well fitted curve in the direction sought with a large enough effect; inconclusive means small, poorly fitted or top-dose-only effect, or another doubt; inactive means no such curve, though single readings can be large; an effect the other way counts as inactive or inconclusive. Potency means the concentration at half of the fitted maximal effect. Some of the compounds tested; count on the stated rates, not on these rows.

Results for O=C(N/N=C/c1ccccc1O)C1CCCC1 ?
Pol eta inh: -13%; BLM inh: -1%; APEX1 inh: 28%; BAZ2B inh: 13%; JMJD2A Tudor inh: -12%; G9a block: 36%[activator]; Pol kappa inh: -18%; POLB inh: -2%; Pol iota inh: 102%[activator]

How did Cn1c(=O)c2c(SCC(=O)NCC3CCCO3)nc(-c3ccccc3Cl)nc2n(C)c1=O (stereo not given) do in these assays?
Pol eta inh: -5%; BLM inh: 1%; APEX1 inh: 21%; BAZ2B inh: 2%; JMJD2A Tudor inh: -14%; G9a block: 1%; Pol kappa inh: -4%; POLB inh: 36%; Pol iota inh: 17%

Results for Cc1ccc(S(=O)(=O)N(C)c2ccc3ccccc3c2)cc1 ?
Pol eta inh: -20%; BLM inh: -13%; APEX1 inh: 3%; BAZ2B inh: 47%[activator]; JMJD2A Tudor inh: 76%[activator]; G9a block: 134%[activator]; Pol kappa inh: -4%; POLB inh: -12%; Pol iota inh: 1%

How did COc1ccc2c(c1)c(C(=O)CN1CCN(C(=O)c3ccco3)CC1)c(C)n2C do in these assays?
Pol eta inh: 2%; BLM inh: 3%; APEX1 inh: 1%; BAZ2B inh: -28%; JMJD2A Tudor inh: -4%; G9a block: -16%[59 µM]; Pol kappa inh: -13%; POLB inh: -2%; Pol iota inh: 8%

What do the screens show for `CCN(CC)CCCn1c(=S)[nH]c2cc(OC)c(OC)cc2c1=O`?
Pol eta inh: -9%; BLM inh: 23%; APEX1 inh: -2%; BAZ2B inh: -30%; JMJD2A Tudor inh: inconclusive; G9a block: inconclusive; Pol kappa inh: -1%; POLB inh: -23%; Pol iota inh: 6%

What do the screens show for `O=C(CS(=O)(=O)Cc1ccccc1)N1CCN(c2ccccc2F)CC1`?
Pol eta inh: -14%; BLM inh: -4%; APEX1 inh: 4%; BAZ2B inh: -5%; JMJD2A Tudor inh: -14%; Pol kappa inh: -5%; POLB inh: 37%; Pol iota inh: 9%

How did CCC(=O)Nc1nnc(SCCOC)s1 do in these assays?
Pol eta inh: -5%; BLM inh: -1%; APEX1 inh: 9%; BAZ2B inh: -4%; JMJD2A Tudor inh: 3%; G9a block: -3%[59 µM]; Pol kappa inh: -5%; POLB inh: 1%; Pol iota inh: -14%

Results for COc1cc(NC(=O)CN2C(=O)c3ccccc3Sc3ccc(C(=O)N4CCOCC4)cc32)cc(OC)c1OC ?
Pol eta inh: -11%; BLM inh: -13%; APEX1 inh: -2%; BAZ2B inh: -5%; JMJD2A Tudor inh: 4%; G9a block: inconclusive; Pol kappa inh: 0%; POLB inh: -6%; Pol iota inh: 32%[activator]

Results for CCCC(O)c1nc2ccccc2n1CCCCOc1ccc(OC)cc1 (stereo not given) ?
Pol eta inh: -5%; BLM inh: -2%; BAZ2B inh: -8%; JMJD2A Tudor inh: -14%; G9a block: -25%[59 µM]; Pol kappa inh: -1%; POLB inh: -11%; Pol iota inh: 12%

What do the screens show for `COc1ccccc1NC(=O)/C(=C\c1cccs1)NC(=O)c1ccco1`?
Pol eta inh: -10%; BLM inh: -2%; APEX1 inh: 0%; BAZ2B inh: 2%; JMJD2A Tudor inh: -10%; G9a block: 10%; Pol kappa inh: -5%; POLB inh: 21%; Pol iota inh: 53%[activator]

How did COc1cccc(N2CCN(C(=O)c3cc4ccc(OC)cc4[nH]3)CC2)c1 do in these assays?
Pol eta inh: -8%; BLM inh: -9%; APEX1 inh: -13%; BAZ2B inh: inconclusive; JMJD2A Tudor inh: -23%; G9a block: inconclusive; Pol kappa inh: 10%; POLB inh: 17%; Pol iota inh: 16%

What do the screens show for `COc1cc(NC(=O)c2cc(C)nc3ccccc23)cc(OC)c1OC`?
Pol eta inh: -7%; BLM inh: -1%; APEX1 inh: -7%; BAZ2B inh: -16%; JMJD2A Tudor inh: -9%; G9a block: -32%; Pol kappa inh: -8%; POLB inh: 4%; Pol iota inh: -9%

What do the screens show for `Cc1nc2ccc(NC(=O)NCCO)cc2s1`?
Pol eta inh: -14%; BLM inh: -2%; APEX1 inh: -2%; BAZ2B inh: -2%; JMJD2A Tudor inh: -11%; G9a block: 9%[59 µM]; Pol kappa inh: 8%; POLB inh: 21%; Pol iota inh: inconclusive

Results for Cc1cc(NS(=O)(=O)c2ccc(NC(=O)/C=C/c3ccco3)cc2)nc(C)n1 ?
Pol eta inh: 28µM*; BLM inh: -5%; APEX1 inh: -1%; BAZ2B inh: -17%; JMJD2A Tudor inh: -16%; G9a block: 50µM*; Pol kappa inh: 79µM*; POLB inh: 0%; Pol iota inh: inconclusive

How did CCC(=O)n1nc(-c2ccc(Cl)cc2)nc1N do in these assays?
Pol eta inh: -7%; BLM inh: 0%; APEX1 inh: -3%; BAZ2B inh: -4%; JMJD2A Tudor inh: -13%; G9a block: -1%[12.7 µM]; Pol kappa inh: 10%; POLB inh: inconclusive; Pol iota inh: -2%

Results for COc1cc(/C=C/c2[nH]c(=O)[nH]c(=O)c2[N+](=O)[O-])cc([N+](=O)[O-])c1O ?
Pol eta inh: 22µM*; BLM inh: -11%; APEX1 inh: -10%; BAZ2B inh: 56µM*; JMJD2A Tudor inh: inconclusive; G9a block: 45µM*; Pol kappa inh: -16%; POLB inh: inconclusive; Pol iota inh: inconclusive

How did COc1cc(NC(=O)Cn2c([N+](=O)[O-])cnc2C)c(OC)cc1Cl do in these assays?
Pol eta inh: -7%; BLM inh: -1%; APEX1 inh: -5%; BAZ2B inh: 10%; JMJD2A Tudor inh: -4%; G9a block: -7%[0.501 µM]; Pol kappa inh: 10%; POLB inh: 48%; Pol iota inh: 3%

Results for Cc1cccc(NC(=O)CCCCCN2C(=O)[C@@H]3Cc4ccccc4CN3C2=O)c1 ?
Pol eta inh: -20%; BLM inh: -2%; APEX1 inh: 3%; BAZ2B inh: 0%; JMJD2A Tudor inh: -14%; G9a block: 40%; Pol kappa inh: -13%; POLB inh: 11%; Pol iota inh: 7%

How did CCC1CCC2(CC1)NC(=O)N(CC(=O)Nc1cc(C)on1)C2=O (stereo not given) do in these assays?
Pol eta inh: -8%; BLM inh: -2%; APEX1 inh: -3%; BAZ2B inh: 3%; JMJD2A Tudor inh: -16%; G9a block: 11%[59 µM]; Pol kappa inh: 2%; POLB inh: 37%; Pol iota inh: 35%[activator]

Results for CCOc1ccccc1-c1cc(-c2n[nH]c(=S)n2CC)c2ccccc2n1 ?
Pol eta inh: -9%; BLM inh: 1%; APEX1 inh: 6%; BAZ2B inh: -37%; JMJD2A Tudor inh: 45µM*; G9a block: 10µM*; Pol kappa inh: -11%; POLB inh: 7%; Pol iota inh: -13%

How did Cc1cc(/C=N/NC(N)=S)c(C)n1-c1ccc(Cl)cc1 do in these assays?
Pol eta inh: -6%; BLM inh: -9%; APEX1 inh: -1%; BAZ2B inh: -30%; JMJD2A Tudor inh: inconclusive; G9a block: -7%[59 µM]; Pol kappa inh: 2%[60.1 µM]; POLB inh: -2%; Pol iota inh: 19%

How did O=C(CCC(=O)OCC(=O)c1ccc(Cl)cc1)NC1CCCCC1 do in these assays?
Pol eta inh: -5%; BLM inh: -2%; APEX1 inh: 14%; BAZ2B inh: -38%; JMJD2A Tudor inh: -8%; G9a block: 1%[0.0925 µM]; Pol kappa inh: -2%; POLB inh: 8%; Pol iota inh: 15%

What do the screens show for `COc1ccc(-n2c(SCC(=O)Nc3ccc(NC(C)=O)cc3)nc3ccccc3c2=O)cc1`?
Pol eta inh: -10%; BLM inh: -7%; APEX1 inh: 8%; BAZ2B inh: -6%; JMJD2A Tudor inh: 4%; G9a block: 7%; Pol kappa inh: 9%; POLB inh: -29%; Pol iota inh: -26%

What do the screens show for `CCN(Cc1ccncc1)C(=O)c1ccc2c(c1)S(=O)(=O)c1ccccc1C2=O`?
Pol eta inh: -11%; BLM inh: 3%; APEX1 inh: -2%; BAZ2B inh: -13%; JMJD2A Tudor inh: -16%; G9a block: 6%; Pol kappa inh: -9%; POLB inh: -1%; Pol iota inh: -6%

How did O=c1c(-c2cccs2)nc2cnc(N3CCOCC3)nc2n1-c1ccccc1 do in these assays?
BLM inh: -8%; APEX1 inh: -5%; G9a block: 14%[0.501 µM]; Pol kappa inh: -8%[60.1 µM]

Results for CCOc1ccccc1C(=O)OCC(=O)NCCc1ccc(OC)cc1 ?
Pol eta inh: -18%; APEX1 inh: -2%; BAZ2B inh: -2%; JMJD2A Tudor inh: -12%; G9a block: -3%[59 µM]; Pol kappa inh: -7%; Pol iota inh: 25%

How did Cc1ccc(C(C(=O)NC(C)(C)C)N(CCCN2CCOCC2)C(=O)c2ccc(-c3ccccc3)[nH]2)o1 (stereo not given) do in these assays?
Pol eta inh: -24%; BLM inh: -6%; APEX1 inh: 7%; BAZ2B inh: -17%; JMJD2A Tudor inh: -10%; G9a block: 0%; Pol kappa inh: -19%; POLB inh: -9%; Pol iota inh: 48%[activator]

Results for Cc1cc(S(=O)(=O)N2CCCCC2CCNC(=O)C(=O)NCc2cccnc2)ccc1F (stereo not given) ?
Pol eta inh: -4%; APEX1 inh: 9%; BAZ2B inh: 6%; JMJD2A Tudor inh: -19%; G9a block: 5%[0.501 µM]; Pol kappa inh: -17%; Pol iota inh: 38%[activator]

How did COc1ccc2c(c1)-c1nc(NC(=O)c3cccc(Br)c3)sc1CC2 do in these assays?
Pol eta inh: -11%; BLM inh: -13%; BAZ2B inh: -10%; JMJD2A Tudor inh: -30%; G9a block: inconclusive; Pol kappa inh: 0%; POLB inh: 9%; Pol iota inh: 42%[activator]

What do the screens show for `CCOC(=O)c1c(/N=C/C2=C(O)CC(C)(C)CC2=O)sc(C(C)=O)c1C`?
Pol eta inh: -8%; BLM inh: -11%; APEX1 inh: -3%; BAZ2B inh: inconclusive; JMJD2A Tudor inh: -9%; G9a block: inconclusive; Pol kappa inh: -1%; POLB inh: 33%[activator]; Pol iota inh: -17%

Quoted at random: two entries already listed
Results for COc1cc(/C=C/c2[nH]c(=O)[nH]c(=O)c2[N+](=O)[O-])cc([N+](=O)[O-])c1O ?
Pol eta inh: 22µM*; BLM inh: -11%; APEX1 inh: -10%; BAZ2B inh: 56µM*; JMJD2A Tudor inh: inconclusive; G9a block: 45µM*; Pol kappa inh: -16%; POLB inh: inconclusive; Pol iota inh: inconclusive

Results for CCOc1ccccc1C(=O)OCC(=O)NCCc1ccc(OC)cc1 ?
Pol eta inh: -18%; APEX1 inh: -2%; BAZ2B inh: -2%; JMJD2A Tudor inh: -12%; G9a block: -3%[59 µM]; Pol kappa inh: -7%; Pol iota inh: 25%

Bioassay records deposited in PubChem BioAssay by National Center for Advancing Translational Sciences (NCATS).
